West Nile antiviral: West Nile virus antiviral activity, cell-based, CPE readout (AID 1621); West Nile virus-infected cells, CPE inhibition; higher % means a stronger effect; one-dose CPE inhibition, % at 10 µM; IC50 in µM for titrated hits; 290,000 tested, 0.02% active; in the data active means a potency from the dose series; inconclusive means CPE inhibition mostly from about 3.7% at the one dose, without a potency; inactive means the rest, 99 in 100 with CPE inhibition below about 2.2%; further: strong numbers were not always called active
P. falciparum M17LAP: P. falciparum M17LAP inhibitors, primary screen, biochemical, fluorogenic H-Leu-NHMec substrate, 1536-well (AID 1619); recombinant M17LAP, H-Leu-NHMec fluorogenic kinetic assay; higher % means a stronger effect; inhibition, % at 30 µM, or IC50 in µM where a hit was titrated; 220,000 tested, 0.38% active;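 active means compound inhibiting the enzyme by more than half at any dose during confirmatory dose-response retesting; inconclusive means strong single-dose inhibitors picked by rank but not retested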;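 further: plate controls were full reaction with DMSO carrier for no effect and no enzyme background for full effect; strong numbers were not always called active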
human PMI inhibitors: human PMI inhibitors, high substrate, primary screen, biochemical, fluorescence intensity, high mannose 6-phosphate (AID 1220); Mannose-6-phosphate isomerase (Homo sapiens); recombinant PMI enzyme, coupled fluorescence intensity; higher % means a stronger effect; one-dose inhibition, % at 20 µM; IC50 in µM for titrated hits; 190,000 tested, 0.66% active; in the data active means inhibition above about 50%
ER stress rescue: rescue of cells from ER stress-induced death, primary screen, 384-well, CSM14.1, thapsigargin, ATP luminescence (AID 1222); 190,000 tested, under 10 active; CSM14.1 thapsigargin-induced death rescue, ATP luminescence; higher % means a stronger effect; one-dose cellular ATP content (survival), % at 20 µM; EC50 in µM for titrated hits;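 active means EC50 below 50 µM in the dose-response confirmation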;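 further: death triggered by thapsigargin at about 15 µM added after 2 h compound pretreatment; cell ATP read after overnight thapsigargin exposure of roughly 18 to 22 hours; normalized against plate controls of thapsigargin alone and 5% DMSO vehicle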
Siah-1 displacement: Siah-1 peptide-binding antagonists, primary screen, biochemical, fluorescence polarization, rhodamine-plectin, uHTS (AID 1817) | E3 ubiquitin-protein ligase SIAH1 (Homo sapiens) | Siah-1 / rhodamine-plectin peptide fluorescence polarization; higher % means a stronger effect | displacement, % at 20 µM, or IC50 in µM where a hit was titrated | 290,000 tested, 0.02% active;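 active means displacement of at least 50% at 20 µM, with a fluorescence ratio check between 0.3 and a set limit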;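 further: plate controls were Siah plus tracer with DMSO for no effect and tracer alone without Siah for full effect; strong numbers were not always called active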
P. falciparum M1AAP: P. falciparum M1AAP inhibitors, biochemical, fluorogenic H-Leu-NHMec substrate, 1536-well (AID 1445); inhibition, % at 30 µM; hits with a dose series show IC50 in µM; Aminopeptidase N (Plasmodium falciparum (isolate 3D7)); recombinant M1AAP, H-Leu-NHMec fluorogenic kinetic assay; higher % means a stronger effect; 220,000 tested, 0.42% active;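 active means primary inhibition above the hit cutoff, then over 50% inhibition at one or more dose response concentrations, cut at about 23% in these data, passing the limit was not always enough; inconclusive means conflicting primary data, or primary hits not chosen for dose response; inactive means low primary inhibition, or under 50% at every dose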;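 further: plate controls were DMSO full reaction for no effect and no enzyme background for full effect; strong numbers were not always called active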
Salmonella PhoP GFP: inhibitors of PhoP regulon expression, primary screen, Salmonella Typhimurium, GFP reporter (AID 1863); S. Typhimurium PhoP-regulated promoter GFP reporter, 4 h; higher % means a stronger effect; inhibition, % at 50 µM, or IC50 in µM where a hit was titrated; 300,000 tested, 0.16% active;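 active means inhibition over 29.93%, a cutoff 3 SD above the screen mean, later confirmed by dose response; inconclusive means inhibition over 29.93% but no dose response follow-up; inactive means inhibition at most 29.93% or unconfirmed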;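 further: 0% = low Mg2+ inducing control and 100% = high Mg2+ repressing control; strong numbers were not always called active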
Yfh1-depleted yeast: enhancers of respiration in Yfh1-depleted yeast, dose response, Friedreich's ataxia, plus single-dose screen (AID 1465) | S. cerevisiae Yfh1-off respiration, WST-1 reduction, 72 h; higher fold induction means a stronger effect | one-dose fold induction at 50 µM; EC50 in µM for titrated hits | 220,000 tested, 0.074% active;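 active means fold induction of absorbance versus untreated yeast above a set limit, then at least 30% activation at any dose in follow-up; inconclusive means repeats straddling the limit, or above it without dose testing; inactive means fold induction below the set limit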;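 further: activators that raise dye reduction in frataxin-depleted yeast; strong numbers were not always called active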
XIAP displacement: XIAP antagonists, biochemical, IAP family, fluorescence polarization (AID 1018); displacement, % at 20 µM; hits with a dose series show IC50 in µM; XIAP BIR domain, fluorescence polarization peptide displacement; higher % means a stronger effect; 200,000 tested, 0.007% active; in the data active means displacement above about 50%; further: a part of the inactive calls stands beside numbers as strong as those of hits
* hit, by the source's call; i = inactive; ? = inconclusive; · = no result given. Compounds as they come; overall some 1.6% were active at least once.

SMILES | West Nile antiviral | P. falciparum M17LAP | human PMI inhibitors | ER stress rescue | Siah-1 displacement | P. falciparum M1AAP | Salmonella PhoP GFP | Yfh1-depleted yeast | XIAP displacement
Cc1ccc(S(=O)(=O)C2CS(=O)(=O)CC2O)cc1 (stereo unspecified) | -0.2% | 2% | -12% | -1.0% | -2% | 0% | 2% | i | -7.4%
O=C(Oc1ccc2ccc(O)cc2c1)C1CCCCC1 | 0.6% | 0% | 55%* | 1.7% | 6% | 1% | -4% | i | -6.4%
COc1ccc(CCNC(=O)C/C(C)=N/NC(=O)Cc2cccc3ccccc23)cc1OC | 0.1% | 12% | · | · | 0% | 3% | -4% | i | ·
CCOc1cc(N2CCOCC2)c(OCC)cc1NC(=O)c1ccc(NC(C)=O)cc1 | 0.0% | 12% | 26% | 0.2% | 9% | 9% | 6% | i | -4.2%
Cc1ccc(NC(=S)N2CCC(N(C)CC3CCCO3)CC2)cc1 (stereo unspecified) | 0.5% | -3% | 1% | 0.5% | 5% | 2% | -3% | i | -4.2%
Cc1cc(C)c(N=Cc2c(O)n(-c3nccs3)c(=O)c3ccccc23)c(C)c1 | -0.6% | -7% | 17% | 4.9% | -1% | 21% | 12% | i | -11%
CCCOc1ccc(C(=O)NCC(c2ccco2)N(C)C)cc1 (stereo unspecified) | -0.7% | 15% | 1% | 1.8% | -9% | 10% | -4% | i | -4.8%
Cc1nn(-c2ccccc2)c2[nH]c(=O)c(CNc3ccc(N4CCOCC4)cc3)cc12 | 0.1% | -6% | 56%* | 2.6% | 1% | 15% | 0% | ? | -5.6%
CNC(=O)CSc1nnc(SCCC(=O)O)s1 | 1.0% | -8% | 7% | -0.9% | 4% | 0% | -33% | i | -7.2%
CC(NC(=O)C(C)N1C(=O)C2C3CC(C(Br)C3Br)C2C1=O)c1ccccc1 (stereo unspecified) | -0.2% | 11% | -6% | 0.6% | 5% | 2% | -3% | i | -2.6%
COc1cccc(C(=O)CN2CCC(NC(=O)NC3CCCCC3)CC2)c1 | -0.1% | -7% | 16% | -0.5% | -1% | 7% | -7% | i | -4.0%
CC(C)Nc1nc(NC(C)(C)C)nc(Oc2ccc(=O)n(-c3ccccc3)n2)n1 | -0.2% | -2% | 0% | 0.0% | 4% | -4% | 7% | i | 1.1%
CC(C)(C)c1ccc(C(=O)Nc2ccc(F)cc2)s1 | 0.3% | 2% | · | · | -3% | 0% | 1% | i | ·
CCOC(=O)c1c(C)[nH]c(C(=O)COC(=O)CNC(=O)c2ccc(Br)cc2)c1C | -0.3% | -7% | 13% | -1.2% | 6% | 2% | -9% | i | -2.8%
Cc1ccc(-c2nnc3ccc(SC(C)C(=O)O)nn23)cc1 (stereo unspecified) | 0.1% | -6% | -25% | -4.1% | -4% | 4% | -8% | i | -0.8%
O=C(NCCCO)C(=O)c1c(-c2ccccc2)cc2ccccn12 | -0.4% | 5% | -4% | 1.0% | 4% | 5% | 1% | i | -3.8%
CC(c1ccccc1)C1CC(=O)N(C2CCCCC2)C1=O (stereo unspecified) | -0.7% | 1% | 1% | -0.5% | 0% | 0% | -11% | i | -3.0%
O=C(COc1ccccc1[N+](=O)[O-])N1CCN(S(=O)(=O)c2ccccc2)CC1 | 0.1% | 0% | -4% | 0.5% | 0% | 0% | -1% | i | 1.5%
Clc1ccc(C(c2nnnn2C2CCCCC2)N(Cc2cccnc2)Cc2ccco2)cc1 (stereo unspecified) | -0.3% | 15% | 12% | 2.1% | 4% | 0% | 2% | i | 0.3%
CC(=O)c1cccc(NC(=O)C2C(c3ccccc3)C2(Cl)Cl)c1 (stereo unspecified) | -0.9% | 6% | 18% | 0.9% | 3% | 7% | -8% | i | -5.4%
N#C/C(=C\c1ccc(-c2cccc([N+](=O)[O-])c2)o1)c1nnc(N2CCOCC2)n1-c1ccccc1 | -0.2% | 17% | 40% | 5.1% | -4% | 8% | 0% | i | -5.4%
CCOc1ccc(CC(=O)OCn2nnc3ccccc3c2=O)cc1 | -0.3% | -4% | -3% | -1.3% | -3% | 6% | -1% | i | 0.3%
Cn1cnnc1SCC(=O)n1c2ccccc2c2ccccc21 | 0.3% | -19% | -8% | 1.8% | -1% | 4% | 3% | i | -4.6%
CCOC(=O)c1c(CSc2nc(C)cc(C)c2C#N)n(C)c2cc(Br)c(OC(C)=O)cc12 | -0.4% | 0% | 0% | 0.3% | 6% | 4% | -5% | i | -4.0%
COC(=O)CN1CC(=O)N(c2ccccc2)C1=S | 0.0% | 0% | 21% | 0.3% | -4% | -5% | -2% | i | -2.8%
CS(=O)(=O)N1CCC(C(=O)N2CCc3ccccc3C2)CC1 | -0.2% | -3% | -3% | -3.5% | -2% | 8% | 0% | i | -5.4%
COc1ncnc2c1NC(=O)CS2 | 0.1% | -4% | 7% | 2.1% | 4% | 1% | -9% | i | -1.4%
CCOC(=O)c1c(C)[nH]c(C(=O)COC(=O)C23CC4CC(CC(Cl)(C4)C2)C3)c1C | -0.5% | -3% | 15% | 0.1% | 4% | -2% | 0% | i | -5.9%
CS(=O)(=O)CCC(C(=O)N1CCOCC1)N1C(=O)c2cc(Cl)c(Cl)cc2C1=O (stereo unspecified) | 0.7% | 6% | 2% | 0.0% | 4% | 5% | 3% | i | -0.9%
COC(=O)c1c(C)noc1-c1cc(C)on1 | 0.0% | -8% | 10% | -2.6% | 2% | -2% | 11% | i | -7.0%
CCOC(=O)C1=C(C)N=c2s/c(=C3/C(=O)Nc4ccccc43)c(=O)n2C1c1ccc(C)cc1 (stereo unspecified) | 0.0% | -7% | 4% | -1.7% | -9% | -2% | 2% | i | 1.4%
O=c1[nH]c2cc3c(cc2cc1C(c1nnnn1CC1CCCO1)N1CCCCCC1)OCCO3 (stereo unspecified) | 0.1% | 10% | -27% | -0.7% | 4% | 15% | -21% | i | -6.0%
CCCC12CN3CC(C)(CN(C1)C3c1ccc(OC)cc1)C2=O (stereo unspecified) | 0.3% | -1% | 0% | 0.7% | 5% | 3% | -4% | i | -2.4%
CCCN1CC=C2C(C#N)=C(N)C(C#N)(C#N)C(c3cc(OC)ccc3OC)C2C1 (stereo unspecified) | -0.3% | -3% | 29% | 2.8% | 0% | 10% | -6% | i | -4.7%
CCCCn1cnc2sc(-c3ccccc3)cc2c1=O | -0.3% | -2% | 11% | 6.1% | -2% | -2% | 31% | i | -5.3%
CC(C)NC(=O)COC(=O)c1cccc(NS(=O)(=O)/C=C/c2ccccc2)c1 | 0.2% | 1% | 4% | -0.8% | 1% | -2% | -2% | i | -0.6%
CCN1CCN(c2ccc(NC(=O)c3cccc(OCc4ccccc4)c3)cc2)CC1 | -0.2% | -5% | 1% | 0.1% | -7% | 2% | 9% | i | -8.8%
COc1ccc(NC(=O)Cn2c(CCC(=O)O)ccc2-c2ccc(C)cc2)cc1 | 0.3% | -1% | 18% | -1.1% | -1% | 6% | 0% | i | -5.8%
O=C(c1cccn(Cc2ccc(C(F)(F)F)cc2)c1=O)N1CCOCC1 | -0.1% | 4% | -4% | 0.6% | 5% | -1% | -3% | i | -6.4%
O=c1[nH]n(CC2COC3(CCCCC3)O2)c(=O)c2ccccc12 (stereo unspecified) | -0.2% | -5% | 13% | 2.6% | 0% | 7% | 0% | i | -0.6%
Cc1ccc(NC(=O)/C(=C\c2ccccc2)NC(=O)/C=C/c2ccccc2)cc1 | -1.3% | 0% | 8% | -1.6% | -3% | -3% | -2% | i | -8.0%
Cc1cc(Br)c(S(=O)(=O)n2nnc3ccccc32)cc1C | 0.0% | 57% | 9% | -1.5% | -2% | -2% | -11% | i | -9.3%
CCc1ccc(OCC(=O)N2c3ccccc3CCc3ccccc32)cc1 | -0.8% | 6% | 13% | -0.1% | 10% | 3% | 11% | i | -0.1%
O=S1(=O)CCN(Cc2ccc(Cl)cc2)CC1 | 0.4% | -18% | 4% | -2.3% | -4% | -7% | 2% | i | -4.6%
CC(C)Nc1nc2n(c(=O)n1)CCN2C(C)C | -0.1% | 16% | -6% | -0.8% | 2% | 19% | -16% | i | -5.3%
O=C(Nc1cnn(Cc2ccc(F)cc2)c1)c1cnccn1 | 0.2% | -4% | 7% | · | 3% | 0% | 30% | i | -0.2%
N#Cc1c(NC(=O)c2cc(-n3cnnc3)ccc2Cl)sc2c1CCCC2 | -0.4% | 9% | 5% | -3.0% | 1% | 6% | 6% | i | -0.5%
c1ccc2nc(-c3nc4ccccc4o3)ccc2c1 | 0.7% | 8% | 14% | -5.2% | 3% | 7% | -9% | i | -2.9%
CC(C)CSc1ccc(S(=O)(=O)NCC(=O)O)cc1[N+](=O)[O-] | -0.6% | 19% | 2% | -0.2% | -2% | -4% | 9% | i | -4.2%
Cn1c(C(=O)NCC2CCCO2)cc2oc3ccccc3c21 (stereo unspecified) | -0.2% | 16% | 4% | -3.0% | 0% | 5% | -1% | i | -3.5%
CCOC(=O)COc1cnc2ccccc2n1 | -0.6% | -6% | -2% | -1.2% | 13% | -8% | -2% | i | -1.2%
Cc1ccc(S(=O)(=O)NC(=O)Nc2ncc3c(n2)CC(c2ccco2)CC3=O)cc1 (stereo unspecified) | 0.5% | -6% | 6% | -2.9% | -3% | ? | -6% | i | -7.1%
CCCCNC(=O)C1(NC(=O)Nc2ccc(C)cc2)CCCCC1 | -0.5% | 5% | -1% | -2.1% | -1% | 5% | 2% | i | -13%
O=C(CCNC(=O)c1ccccc1Cl)NCC12CC3CC(CC(C3)C1)C2 | -0.9% | 3% | 5% | -4.1% | 0% | 6% | -11% | i | -2.8%
CCc1nc(Nc2ccc(OC)c(OC)c2)c2nnn(Cc3ccccc3Cl)c2n1 | -0.5% | 0% | 4% | -1.8% | -1% | 6% | 5% | i | -5.6%
CCOC(=O)N1CCN(C(=O)CN(c2ccc(C)c(C)c2)S(=O)(=O)c2ccccc2)CC1 | -0.2% | 50% | 14% | 0.8% | -1% | -6% | 5% | i | -5.2%
CCN1CCN(/C=N/c2nc3c(s2)CCCC3)CC1 | -0.4% | 18% | 2% | -3.3% | 4% | 5% | 6% | i | -2.9%
CCOc1ccc2[nH]c(=O)c(CN(Cc3cccs3)Cc3nnnn3C(C)(C)C)cc2c1 | -1.2% | -4% | 14% | 2.3% | 0% | -1% | 26% | i | 2.3%

Screening results as filed in PubChem.
